Source: PubChem BioAssay (National Center for Advancing Translational Sciences (NCATS))
Lipid storage S3: qHTS Assay for Lipid Storage Modulators in Drosophila S3 Cells; Drosophila S3 cells, BODIPY lipid droplet fluorescence, 18-24 h; cells fed with added oleic acid; Potency in µM for hits, for the others lipid storage change, negative = inhibition, % at the top dose, mostly 46.1 µM; actives 0.64% (n = 320,000); AID 2685, 2010; active = well fitted inhibition curve with a large enough effect in the signal ratio, with a control signal flat, not every such curve was filed as active; inconclusive = small, poorly fitted or top-dose-only effect, or effect the other way, or a change in a side signal; the % refers to the signal ratio
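Drosophila S3 cells loaded with oleic acid (400 uM, as added) and compounds at several concentrations; lipid droplets imaged by 488-nm laser-scanning cytometry, 500–530 nm intensity and object ratio to cell channel. Percent activity normalized to 20 uM Triacsin C.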
Lipid storage S3 cell count max: recorded beside Lipid storage S3, whose call it bears; cell number change, %; measured here: cell count max response;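 cells counted by Cell Tracker Red CMTPX staining in the red channel; peak over a dose series mostly up to 46.1 µM; percent activity relative to internal control wells on each plate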
* = called active by the depositor; i = inactive; ? = inconclusive; . = no result given; & = joins results of further samples; [ ] = another dose, or the depositor's remark. % is scaled to controls: 0 for no effect and ±100 for the full control effect; potency is read from the fitted curve at half-maximal effect.

SMILES	Lipid storage S3	Lipid storage S3 cell count max
COCCSc1nnc(NC(=O)C2CC(=O)N(CCc3ccc(F)cc3)C2)s1 (stereo unspecified)	?	.
CC(NC(=O)c1ccco1)c1ccc2c(c1)OCCO2 (stereo unspecified)	7%	7
O=C(CNC(=O)c1cc(Cl)nc2ccccc12)Nc1ccccc1Br	?	.
CC(C)(C)/C(O)=C/c1nc2cc(Cl)ccc2oc1=O	-18%	-15
O=C(Nc1nc2c(Br)cc(Br)cc2c(=O)s1)c1ccco1	?	.
CCSc1nnc(CCNS(=O)(=O)c2ccc(C(C)=O)cc2)n1C	?	.
O=C(NCCCNC(=O)C(F)(F)C(F)F)C(F)(F)C(F)F	?	.
CCOC(=O)C1=C(CC)OC(N)=C(C#N)C1c1ccc(F)cc1F (stereo unspecified)	?	.
O=c1[nH]cnc2scc(-c3ccc(F)cc3)c12	5%	6
Cc1cccc(C(=O)N/N=C/C(C)Cc2ccc3c(c2)OCO3)c1 (stereo unspecified)	?	.
Cc1ccc(OCC(=O)N(Cc2nnc(-c3ccccc3Cl)o2)C2CC2)cc1C	?	.
O=C(NCc1ccc(S(=O)(=O)Nc2ccccc2Cl)s1)c1ccccc1	-3%	.
COc1ccc(NC(=O)c2cc(-c3cc(OC)c(OC)c(OC)c3)nc3ccccc23)cc1OC	?	.
CN1CCC2(CC1)C1CN(C)CC=C1C(C#N)=C(N)C2(C#N)C#N (stereo unspecified)	-11%&-10%	-13&-4
O=C(NC1CCN(Cc2ccccc2)CC1)c1c(F)cccc1F	?	.
COc1ccc(N(C)S(=O)(=O)c2cccc(C(=O)NCc3ccc4c(c3)OCO4)c2)cc1	7%	-10
COC(=O)C1=C(C)N(Cc2ccco2)C(=O)N[C@H]1c1cccc(C(F)(F)F)c1	9%	-10
C/C(O)=C(\C#N)c1nc2ccccc2[nH]1	?	.
O=C(CSc1nnc2c3ccccc3c3ccccc3c2n1)Nc1ccccc1F	?	.
N#CCc1c(C#N)c(N)nc(N2CCN(S(=O)(=O)c3ccccc3)CC2)c1C#N	2%	8
CCOC(=O)CNC(=O)c1sc2nc(C)cc(C)c2c1N	?	.
Fc1ccc(CNCc2ccc(Br)cc2)cc1	3%	.
CC/C(C)=N/NC(=S)NCc1ccco1	?	.
N#Cc1ccccc1NCC(=O)N1CCN(S(=O)(=O)c2ccccc2)CC1	?	.
CCc1ccc(NC(=O)CSc2nc(N)c(NC(=O)c3ccc(F)c(F)c3)c(=O)[nH]2)cc1	-8%	-9
Cc1cccc(C(=O)NCCCN(C)CCCNC(=O)c2cccc(C)c2)c1	i	.
CCCCCCCCCCOC(=O)NC1CCS(=O)(=O)C1 (stereo unspecified)	?	.
O=C(NCc1ccc2c(c1)OCO2)c1c(O)c2cccc3c2n(c1=O)CCC3	-8%	4
CC(=O)Nc1ccc(S(=O)(=O)n2cnc3cc(C)c(C)cc32)cc1	?	.
Cc1onc(-c2ccccc2)c1C(=O)N1CCCN2C(=O)c3ccccc3C21 (stereo unspecified)	3%	-7
CC(=O)N1CC2(C)CN(C(C)=O)CC(C)(C1)C2	?	.
O=C(Nc1ccc(N2CCOCC2)c(Cl)c1)c1ccco1	?	.
c1ccc(-n2ncc3c(NCCCN4CCOCC4)ncnc32)cc1	?	.
O=C(COC(=O)Cc1ccc(F)cc1)Nc1cc(S(=O)(=O)N2CCOCC2)ccc1N1CCCC1	-2%	12
CCc1ccc(NC(=O)CCCn2nc(CC)n3c(cc4occc43)c2=O)cc1	?	.
COc1ccc(C(=O)Nc2ccc3oc(Cc4ccc(Cl)cc4)nc3c2)cc1OC	-13%	-12
CCCCn1nnc(NC(=O)C(c2ccccc2)c2ccccc2)n1	-27%	-4
COc1ccc(C2C(C#N)=C(N)OC3=C2C(=O)CC(C)(C)C3)c([N+](=O)[O-])c1OC (stereo unspecified)	14%	-4
CCCN(Cc1ccccc1)C(=S)Nc1ccc(OCC)cc1	?	.
c1ccc(-c2csc(-n3cnnn3)n2)cc1	0%	.
Cc1nnsc1C(=O)Nc1ccccc1Cl	?	.
O=C(NCCCc1ccccc1)c1ccc(CS(=O)Cc2ccc(Cl)cc2)o1 (stereo unspecified)	?	.
CSc1nnc(C)c(=O)n1COC(=O)COc1ccc(F)cc1	-5%	.
CC(C)Cn1c(N)c(C(=O)CCl)c(=O)n(C)c1=O	6%	6
COc1ccc(CN(CC(=O)NCCc2ccccc2)C(=O)CCC(=O)Nc2cc(C)ccn2)cc1	?	.
COc1cc(/C=C2/C(=O)N(c3cccc(Br)c3)N=C2C)cc(OC)c1O	?	.
Cc1ccc(N(C(=O)c2ccc(CN3CCOCC3)o2)C(C(=O)NCCC(C)C)c2cccs2)c(C)c1 (stereo unspecified)	?	.
COc1ccc(C(=O)OCCCc2cc3ccccc3c(=O)o2)cc1	?	.
CCOC(=O)CSc1nc(C)c2cccc(C)c2n1	-2%	.
O=C(O)COc1ccc2oc3ccccc3c2c1	?	.

Following part
SMILES	Lipid storage S3	Lipid storage S3 cell count max
O=c1[nH]c2cc3c(cc2cc1CN(Cc1cccnc1)C(=S)NCc1ccco1)OCO3	9%	11
C/C(=N\NC(=O)c1cccc(Br)c1)c1cccnc1	?	.
CCn1c(SCC(=O)c2ccccc2)nnc1-c1cccnc1	-1%	1
Cc1ccc(NC(=O)C2CCN(S(=O)(=O)c3cccs3)CC2)cc1	-6%	1
O=C(C(Cl)c1ccccc1)N1CCOCC1 (stereo unspecified)	?	.
O=C(CCN1CCOCC1)c1ccc2c(c1)OCCO2	?	.
CC(=O)C1=C(O)C(=O)N(c2ccc(S(N)(=O)=O)cc2)C1c1ccc([N+](=O)[O-])cc1 (stereo unspecified)	2%	-8
CN(CC(=O)O)S(=O)(=O)c1ccc2c(c1)n(C)c(=O)c(=O)n2C	?	.
CC1(C)OC(=O)C(=CNc2ccccn2)C(=O)O1	-6%	-1
O=C1C(c2ccccc2)NC(=S)N1C1CCCCC1 (stereo unspecified)	?	.
COc1ccc(S(=O)(=O)N2CCOC2CNC(=O)C(=O)NCCc2c[nH]c3ccccc23)cc1C (stereo unspecified)	?	.
COC(=O)C(/C=N/O)NC(=O)c1ccccc1 (stereo unspecified)	?	.
CCOc1ccc(NC(=O)CSc2ncc(-c3ccc(F)cc3)n2Cc2ccco2)cc1	-8%	-10
COC(=O)c1ccc(NC(=O)CNS(=O)(=O)c2cccs2)cc1	?	.
O=C(CCn1nc(-c2ccccc2)ccc1=O)N1CCCC1	?	.
Cn1c(O)c(C(C#N)=C2N=c3ccccc3=N2)c2ccccc21	8%	-4
COc1ccc(S(=O)(=O)CC2(O)CCN(C(=O)CC(C)C)CC2)cc1	?	.
Cc1ccc(NC(=O)CCS(=O)(=O)c2ccc(Br)s2)cc1	?	.
O=C(NN1C(=O)C2C3CCC(O3)C2C1=O)c1ccc(Br)o1 (stereo unspecified)	1%	-7
O=C(NC(=S)NNC(=O)c1ccccc1O)c1cccs1	?	.
CC1=NNC(=O)/C1=C\c1cn(-c2ccccc2)nc1-c1ccccc1	?	.
CCSc1nnc(-c2ccncc2)o1	25%	-9
O=C1CCc2cc(NS(=O)(=O)c3ccc(F)cc3)cc3c2N1CCC3	7%[0.0737 µM]	15
CCOc1cc(Br)c(CC(=O)O)cc1OCC	-5%	-10
COc1cc(/C=N/NC(=O)CCN2CCN(C(c3ccccc3)c3ccccc3)CC2)ccc1O	3%	3
Cc1cc2cc(CNC(=O)Cc3cccs3)ccc2n1C	?	.
COc1ccc(N2CCN(C(=O)c3cc(=O)[nH]c4ccccc34)CC2)cc1	?	.
CC(C)Cc1nnc(NC(=O)c2ccc(N3CCCC3=O)cc2)s1	i	-2
CCN(CC)C(=O)C1CCN(Cc2cccc(OCc3ccccc3)c2)CC1	10%	-8
Cc1ccc(C)c(S(=O)(=O)N2CCCOC2CNC(=O)C(=O)NC2CCCC2)c1 (stereo unspecified)	-8%	19
O=C(c1ccc(CS(=O)c2cccc(Cl)c2)o1)N1CCN(c2ccccn2)CC1 (stereo unspecified)	18µM*	-26*
COc1ccccc1C/C(N)=N/OC(=O)COc1cc(C)cc(C)c1C	22%	2
NC(=O)C1(N2CCCCC2)CCN(C2CC(=O)N(Cc3cccs3)C2=O)CC1 (stereo unspecified)	i	14
CCCN1C(=O)c2[nH]nc(-c3cc(Cl)c(C)cc3O)c2C1c1ccc(O)c(OC)c1 (stereo unspecified)	1%	4
COc1ccc(CCNC(=O)CSCc2ccc(Br)cc2)cc1OC	?	.
OCCNC(=S)Nc1cc(Cl)cc(Cl)c1	-16%	-3
Cc1ccc2cc(CN(CCCO)S(=O)(=O)c3ccccc3F)c(=O)[nH]c2c1C	?	.
COc1ccccc1NC(=O)CNc1ccc(F)c(Cl)c1	4%	-18
CC(C)CCN1CCN(C2CSCCSC2)CC1CCO (stereo unspecified)	12%	6
COCC1CCN(Cc2cn(-c3ccccc3F)nc2-c2cc(C)sc2C)CC1	1%	-23
O=C(CCCNS(=O)(=O)c1cccc2nsnc12)NCc1ccc(Cl)cc1	?	.
COC(=O)c1ccc(/C=C/c2ccc3cccc(OC)c3n2)cc1	5%	-5
Cc1cc(N)n(-c2cc(C)c3ccccc3n2)n1	?	.
O=C(Nc1ccc(Cl)cc1)Nc1cccnc1	?	.
Cc1ccc(NC(=O)c2cc3c(s2)CCCC3)cc1	17%	.
COc1ccc(OCCC(=O)OCC(=O)NC(=O)NC2CCCCC2)cc1	?	.
C=CCn1c(C)cc(C(=O)Cn2nc(C(=O)O)c3ccccc3c2=O)c1C	?	.
CCC1CCCCN1C(=O)CSc1nnc(-c2c[nH]c3ccccc23)o1 (stereo unspecified)	?	.
COc1ccccc1N(CC(=O)NC1CCCC1)S(=O)(=O)c1ccc(C)cc1	?	.
CCC(C)c1ccccc1NC(=O)COC(=O)c1ccc(N2CCCC2)c([N+](=O)[O-])c1 (stereo unspecified)	-16%	1

Among those listed so far, 16 contain fluorine.
SMILES	Lipid storage S3	Lipid storage S3 cell count max
COCCSc1nnc(NC(=O)C2CC(=O)N(CCc3ccc(F)cc3)C2)s1 (stereo unspecified)	?	.
O=C(NCCCNC(=O)C(F)(F)C(F)F)C(F)(F)C(F)F	?	.
CCOC(=O)C1=C(CC)OC(N)=C(C#N)C1c1ccc(F)cc1F (stereo unspecified)	?	.
O=c1[nH]cnc2scc(-c3ccc(F)cc3)c12	5%	6
O=C(NC1CCN(Cc2ccccc2)CC1)c1c(F)cccc1F	?	.
COC(=O)C1=C(C)N(Cc2ccco2)C(=O)N[C@H]1c1cccc(C(F)(F)F)c1	9%	-10
O=C(CSc1nnc2c3ccccc3c3ccccc3c2n1)Nc1ccccc1F	?	.
Fc1ccc(CNCc2ccc(Br)cc2)cc1	3%	.
CCc1ccc(NC(=O)CSc2nc(N)c(NC(=O)c3ccc(F)c(F)c3)c(=O)[nH]2)cc1	-8%	-9
O=C(COC(=O)Cc1ccc(F)cc1)Nc1cc(S(=O)(=O)N2CCOCC2)ccc1N1CCCC1	-2%	12
CSc1nnc(C)c(=O)n1COC(=O)COc1ccc(F)cc1	-5%	.
CCOc1ccc(NC(=O)CSc2ncc(-c3ccc(F)cc3)n2Cc2ccco2)cc1	-8%	-10
O=C1CCc2cc(NS(=O)(=O)c3ccc(F)cc3)cc3c2N1CCC3	7%[0.0737 µM]	15
Cc1ccc2cc(CN(CCCO)S(=O)(=O)c3ccccc3F)c(=O)[nH]c2c1C	?	.
COc1ccccc1NC(=O)CNc1ccc(F)c(Cl)c1	4%	-18
COCC1CCN(Cc2cn(-c3ccccc3F)nc2-c2cc(C)sc2C)CC1	1%	-23

Further entries follow:
SMILES	Lipid storage S3	Lipid storage S3 cell count max
COc1ccc(C(=O)Nc2c3c(nn2C(C)(C)C)CS(=O)(=O)C3)cc1OC	12%	8
CCCCC(=O)Nc1nc2ccc(C(=O)OC)cc2s1	0%	1
C/C(=N\OC(=O)c1ccc(OC(C)C)cc1)c1ccc(C)c(C)c1	?	.
COCc1cc(C)nc(OCC(=O)N/N=C/c2ccco2)c1C#N	-8%	3
CCOc1cc(C)c(Cl)cc1S(=O)(=O)NCc1ccco1	i	6
O=C(Nc1ccccc1N1CCCC1)c1ccc2c(c1)OCO2	?	.
CCOC(=O)C1=C(SCC(=O)Nc2ccccc2)NC(=O)C(C#N)C12CCCCC2 (stereo unspecified)	10%	-29
O=C(OCC(=O)N1CCN(C(=O)c2ccco2)CC1)c1ccc(S(=O)(=O)N2CCCCC2)cc1	?	.
COC(=O)CCc1sc(Nc2ccc(Br)cc2)nc1-c1ccc(OC)cc1	1%	9
O=C(CSCCc1ccccn1)Nc1cccnc1	?	.
Cc1ccc(CSc2ncccc2C(=O)O)cc1	-4%	6
CCOc1ccccc1CN1CCC(n2nccc2NC(=O)C2CCCC2)CC1	i[0.369 µM]	-9
O=[N+]([O-])c1cccc(N(CC(O)CN2CCCCC2)S(=O)(=O)c2ccccc2)c1 (stereo unspecified)	?	.
Cc1nn(-c2ccc(F)cc2)c(Cl)c1C(=O)NCC1CCCO1 (stereo unspecified)	-15%	-19
COc1ccc(CCNC(=O)CNCC(c2ccccc2)N(C)C)cc1OC (stereo unspecified)	?	.
CCc1c(C)sc2nc3c(C(=O)N4CCOCC4)cc(C(=O)c4ccccc4O)cn3c(=O)c12	17%	6
CCN1C(=O)/C(=C2\SC(=S)N(NC(=O)c3ccccc3O)C2=O)c2ccccc21	?	.
O=S(=O)(c1ccsc1)N1CC=C(c2ccccc2)CC1	-8%	-11
COc1ccc(N/C=C/C(=O)c2ccc(Oc3ncccn3)cc2)cc1	0%	-1
COC(=O)CC(c1ccccc1F)N1Cc2ccccc2C1=O (stereo unspecified)	7%	9

Some of the compounds tested; rates above refer to the full screens.
